IL2 activator = activators of IL-2. IL-2 activation reporter assay, cell-based qHTS; stimulated with anti-CD3/CD4/CD28 beads; in transgenic mouse T cells. activation, % (series mostly up to about 46 µM). actives 0.065% (n = 360,000); in the data active = activation above about 50%; inconclusive = mostly about 30% to 49%; note: 0% is about no effect
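Screening format: compound pinned onto unstimulated transgenic mouse T cells, 60 min incubation, then anti-CD3/anti-CD4/anti-CD28 bead stimulation for 18 hours at 37 degrees C, followed by EGFP and DsRed detection.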
EPAC1 agonist = activates human EPAC1 exchange factor; O95398; EPAC1 agonist qHTS, biochemical assay; response scale: 100% = response to 6.5 mM cAMP; Potency, µM (highest dose often 154 µM), for the others: top-dose activation, actives largely listed as activators; actives 0.073% (n = 360,000); note: potency is the fitted concentration of half-maximal effect; nearly all actives have a fitted effect of over 60% in size
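EPAC1 100 nM, Rap1B–BODIPY-GDP 250 nM, unlabeled GDP 50 uM; compound titration; 5 min RT; kinetic read ex480/em540 at 5-min intervals ×30 min; data normalized to 6.5 mM cAMP agonist control.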
Abeta rescue = restores growth of yeast expressing A-beta42 peptide. yeast expressing A-beta42, growth rescue, OD600, 48 h; response scale: 0% DMSO, 100% iron-clioquinol control. Potency, µM (highest dose often 46.1 µM), inactives show at the highest dose growth rescue, actives largely listed as activators. actives 0.063% (n = 410,000). AID 1347071; note: potency is the fitted concentration of half-maximal effect; nearly all actives have a fitted effect of over 55% in size
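Yeast A-beta toxicity model in growth medium with pinned compounds, 48 h at 30 C; growth read as absorbance at 600 nm. Normalized to FeCl3/clioquinol equimolar mix (positive) and DMSO (negative).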
FUS suppressor = suppressors of FUS proteinopathy in yeast; S. cerevisiae FUS-expressing, growth rescue, OD600, 24 h; Potency, µM (titrated, usually from 76.6 µM), for the others: at the highest dose growth rescue (activation), usual class: activators; actives 0.24% (n = 390,000); AID 1347120;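 note: potency is the fitted concentration of half-maximal effect; plate controls were DMSO vehicle for no effect and reference control for full effect; nearly all actives have a fitted effect of over 55% in size; some results filed as inactive show a strong effect at the top dose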
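Toxicity suppression screen in FUS-yeast. Cells induced with 2% galactose, starting OD 0.005, treated 24hr at 30C with compounds at multiple final concentrations; growth by OD600.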
PI5P4Ka inh = blocks human PI5P4K alpha kinase activity; PI5P4Kalpha enzyme, ADP-Glo luminescence, 60 min; hits give low values; max response, %; P48426; actives 1.2% (n = 330,000); AID 652105; active = max response of -50% or lower; inconclusive = between -30% and -50%; inactive = -30% or higher; note: value at the top dose of about 77 µM; % is set by controls: 0 for no effect and ±100 for the full control effect
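Human PI5P4Kalpha with substrate in 0.038 M HEPES pH 7.4, 0.28 mM EGTA, 0.1% CHAPS, 5% DMSO; reaction started with 5 microM ATP (final), 60 min at room temperature. ADP formed read by ADP-Glo luminescence.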
EPAC1 antagonist = blocks human EPAC1 exchange factor. O95398. EPAC1 GEF assay, Rap1b-BODIPY-GDP exchange fluorescence. actives 0.14% (n = 360,000). Potency, µM (doses to about 115 µM), for inactives: at the highest dose activity change, negative = inhibition, hits mostly inhibitors. AID 720709;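 note: potency is the fitted concentration of half-maximal effect; plate controls were vehicle for no effect and positive control for full effect; nearly all actives have a fitted effect of over 50% in size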
PLK1 PBD inh = inhibitors of human PLK1 polo-box domain binding | P53350 | actives 2.8% (n = 360,000) | Plk1 PBD binding of FITC phosphopeptide, fluorescence polarization | AID 720504 | Potency, µM, without a hit: max response, negative = inhibition, actives largely listed as inhibitors; note: potency is the fitted concentration of half-maximal effect; series mostly up to about 57 µM; % is set by controls: 0 for no effect and ±100 for the full control effect; nearly all actives have a fitted effect of over 65% in size
WRN helicase inh = blocks human WRN helicase. WRN helicase unwinding, fluorescent forked duplex, kinetic. Potency, µM (titrated, usually from 114 µM), for the others: top-dose activity change, negative = inhibition, usual class: inhibitors. actives 0.46% (n = 360,000); note: potency is the fitted concentration of half-maximal effect; % is set by controls: 0 for no effect and ±100 for the full control effect; nearly all actives have a fitted effect of over 55% in size
Target sequence (Q14191 whole entry, looked up): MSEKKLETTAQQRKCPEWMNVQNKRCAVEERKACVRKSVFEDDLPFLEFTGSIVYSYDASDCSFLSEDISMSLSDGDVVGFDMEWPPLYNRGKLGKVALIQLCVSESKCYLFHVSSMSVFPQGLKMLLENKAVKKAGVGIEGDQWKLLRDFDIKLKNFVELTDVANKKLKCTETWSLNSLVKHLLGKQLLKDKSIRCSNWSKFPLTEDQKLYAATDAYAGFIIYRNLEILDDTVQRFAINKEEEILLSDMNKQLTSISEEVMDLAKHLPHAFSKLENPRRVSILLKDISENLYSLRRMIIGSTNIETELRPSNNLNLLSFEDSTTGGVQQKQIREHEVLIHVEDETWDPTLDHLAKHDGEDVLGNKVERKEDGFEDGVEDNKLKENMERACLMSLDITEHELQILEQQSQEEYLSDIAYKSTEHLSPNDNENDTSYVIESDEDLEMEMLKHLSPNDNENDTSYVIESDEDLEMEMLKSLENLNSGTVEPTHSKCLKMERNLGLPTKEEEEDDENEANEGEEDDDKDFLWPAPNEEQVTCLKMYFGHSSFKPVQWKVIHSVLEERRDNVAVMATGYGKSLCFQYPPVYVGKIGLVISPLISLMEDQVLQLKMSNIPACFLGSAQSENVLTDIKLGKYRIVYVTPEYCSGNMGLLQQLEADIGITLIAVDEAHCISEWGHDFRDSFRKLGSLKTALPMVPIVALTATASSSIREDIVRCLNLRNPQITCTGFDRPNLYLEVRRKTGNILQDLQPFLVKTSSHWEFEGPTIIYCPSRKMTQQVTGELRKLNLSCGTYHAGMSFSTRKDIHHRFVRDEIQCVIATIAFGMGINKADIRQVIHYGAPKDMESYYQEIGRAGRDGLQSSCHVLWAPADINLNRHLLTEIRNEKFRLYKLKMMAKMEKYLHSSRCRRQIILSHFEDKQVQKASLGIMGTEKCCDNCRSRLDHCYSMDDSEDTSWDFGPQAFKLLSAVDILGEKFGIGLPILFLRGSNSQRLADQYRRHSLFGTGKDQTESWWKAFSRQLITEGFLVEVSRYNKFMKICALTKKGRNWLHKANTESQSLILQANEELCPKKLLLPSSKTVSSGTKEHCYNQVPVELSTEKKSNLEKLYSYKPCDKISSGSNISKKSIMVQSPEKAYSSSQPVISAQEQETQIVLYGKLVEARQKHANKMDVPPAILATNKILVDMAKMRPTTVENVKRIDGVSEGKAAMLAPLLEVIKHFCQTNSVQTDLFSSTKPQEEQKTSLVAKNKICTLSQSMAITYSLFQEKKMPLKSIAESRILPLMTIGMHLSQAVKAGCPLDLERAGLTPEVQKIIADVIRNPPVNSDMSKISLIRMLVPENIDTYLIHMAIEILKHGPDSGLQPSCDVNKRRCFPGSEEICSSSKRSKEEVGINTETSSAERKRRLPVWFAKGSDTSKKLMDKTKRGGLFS
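Enzyme (20 nM final) and test compound sit together 15 min at room temperature before substrate addition. Substrate is a single-forked duplex oligonucleotide (100 nM) labelled with fluorophore and quencher, with 2 mM ATP; helicase unwinding raises red fluorescence, read kinetically.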
* marks the source's active call; other numbers are inactive results; ? = inconclusive; · = no result given; & = joins results of further samples; [ ] = dose if it differs, or a comment. Unless noted, calls come from the whole dose curve; as a rule, active = well fitted curve in the direction sought with a large enough effect; inconclusive = small, poorly fitted or top-dose-only effect, or another doubt; inactive = no such curve, though single readings can be large; an effect the other way counts as inactive or inconclusive.

SMILES | IL2 activator | EPAC1 agonist | Abeta rescue | FUS suppressor | PI5P4Ka inh | EPAC1 antagonist | PLK1 PBD inh | WRN helicase inh
CCC(=O)n1nc(-c2cccnc2)nc1NCc1ccccc1 | -9.3 | -3% | -11% | 4% | 1 | -22% | -1% | -22%
Cc1ccc(NC(=O)CN(C)C(=O)CN2C(=O)NC(C)(c3ccccc3)C2=O)cc1 (stereo not given) | -2.6 | -1% | 6% | -5% | · | 2% | 0% | 1%
COCCSc1ccccc1C(=O)Nc1nnc(COC)s1 | 1.4 | 8% | 5% | 0% | · | 0% | 27µM* | -7%
CCN(CC)c1ccc(NC(=O)COC(=O)c2ccc3ccccc3n2)cc1 | -1.8 | 8% | 0% | 18% | -4 | 0% | -8% | -1%
COc1ccc(/C=N/OCc2ccccc2C#N)c(OC)c1 | -0.1 | -4% | -2% | -17% | 5 | -15% | -14% | 1%
Cc1ccc(C(=O)NC(=S)Nc2ccc(N3CCN(C(=O)c4ccco4)CC3)cc2)cc1 | -4.4 | 12% | -7% | · | -2 | 10% | -16% | -29%
Cc1ccc(-n2c(SCC(=O)N/N=C/c3ccccc3C(=O)O)nnc2-c2ccc(Cl)cc2)cc1 | 4.3 | 2% | -10% | 1% | -5 | -4% | ? | -9%
Fc1ccccc1CNC(=S)NCc1ccc(Cl)cc1 | 1.1 | -7% | ? | 9% | -6 | 4% | -3% | -2%
COc1ccc2oc(C(=O)c3ccccc3)c(NC(=O)CN3CCN(C)CC3)c2c1 | 3.1 | 5% | 16% | 8% | -4 | -19% | -1% | -9%
COc1ccc(NC(=O)c2ocnc2C)cc1OC | 3.4 | 3% | 6% | 13% | · | -2% | ? | -8%
CCOC(=O)CCn1cc(F)c(=O)n(Cc2ccccc2)c1=O | -2.1 | 3% | 1% | 12% | · | -12% | -7% | 0%
S=C(NCCc1ccccc1)NC1CCCCCC1 | -1.7 | 1% | -7% | 17% | 1 | -16% | -11% | -2%
CSc1nc(N)nc2c1ncn2CC(=O)N[C@H](C)c1cccc2ccccc12 | 0.3 | 2% | -5% | 7% | -1 | 1% | 4% | -4%
Cc1ccc(Nc2c(-c3ccccn3)nc3ccc(C)cn23)cc1 | -0.5 | 5% | ? | 22% | 4 | -14% | 4% | -8%
COc1cccc(C(=O)N2CCCc3ccccc32)c1 | -1.5 | 4% | 14% | 13% | · | -13% | 2% | 3%
Cc1cccc(C)c1OCC(=O)NC1CC1 | -0.2 | -13% | 8% | 14% | 12 | -19% | -3% | 2%
Cc1ccc(OCC(=O)Nc2ccc3c(c2)nc(CCN2CCN(c4ccccn4)CC2)n3C)cc1 | -2.7 | 8% | -3% | -14% | 2 | -11% | -2% | 14%
O=c1cc(NCC2CCCO2)[nH]c(=O)n1-c1ccc(Cl)cc1 (stereo not given) | -2.5 | 16% | -9% | 3% | · | 1% | -9% | -10%
CCOc1ccc(C(=O)OCC(=O)NC2CCCCCCC2)cc1 | 1.1 | -3% | -5% | -13% | 2 | 6% | 2% | 2%
ON(CCc1ccccn1)CCc1ccccn1 | 0.2 | 9% | -2% | 20% | 1 | 0% | -13% | -22%
O=C1C=C(c2ccc3c(c2)OCO3)C[C@@H](c2ccc3c(c2)OCO3)C1 | -0.3 | 3% | -12% | -6% | 0 | 13% | -6% | 10%
CC(C)(C)c1ccc(C(=O)N2CCC2(C)C(=O)NCCC#N)cc1 (stereo not given) | 0.4 | -3% | 6% | -5% | 5 | -5% | -1% | -2%
CC(=O)CCc1oc2c([N+](=O)[O-])cccc2c1-c1ccc(C)o1 | -0.8 | 10% | -24% | 27% | -1 | -7% | ? | -8%
COc1cc(Nc2nc3ccccc3nc2NS(=O)(=O)c2ccc([N+](=O)[O-])cc2)cc(OC)c1OC | -5.7 | 14% | 7% | 21% | 0 | -11% | -12% | -9%
CC(=O)Nc1ccc(S(=O)(=O)NCCC(=O)OCC(=O)NNC(=O)c2ccccc2)cc1 | 1.5 | 14% | -4% | 6% | -7 | -4% | -1% | -4%
Cc1ccc(S(=O)(=O)Nc2nc3ccccc3s2)cc1 | 0.8 | 11% | 12% | 6% | 10 | -10% | -20% | -1%
O=C(NC1CCSC1=O)C1CC(=O)N(c2ccc(F)cc2)C1 (stereo not given) | 0.7 | 2% | -4% | 11% | -5 | 6% | -10% | 4%
COC(=O)/C=C1\OCc2cc(OC)c(OC)cc21 | -0.1 | 1% | -6% | -5% | 7 | 2% | 5% | -2%
C[C@@H]1CN([C@@H](C)CO)S(=O)(=O)c2ccc(Br)cc2O[C@H]1CN(C)C(=O)Nc1ccc2c(c1)OCO2 | -3.2 | -17% | -8% | 6% | -13 | 11% | -11% | 4%
COc1cc(OC)cc(-c2cc(NC(C)=O)n[nH]2)c1 | 0.0 | -8% | 3% | -6% | 8 | 3% | 6% | 6%
Cc1cc([N+](=O)[O-])ccc1NC(=O)C1CCCO1 (stereo not given) | -0.3 | 5% | 25% | · | 11 | -2% | -4% | -24%
O=C(COC(=O)/C=C/c1ccc([N+](=O)[O-])cc1)NCc1cccs1 | -0.5 | 6% | -8% | -5% | 2 | 5% | -4% | 2%
CCn1c(C)c(C(C)=O)c(SC)nc1=S | -3.0 | -1% | 0% | -10% | 1 | 10% | -3% | 2%
CN(C)S(=O)(=O)c1ccc(NC(=S)NC(=O)Cc2ccccc2)cc1 | 0.5 | 4% | -1% | 4% | -2 | -9% | -16% | -11%
COc1cc2c(C#N)c(N3CCCC3)nc(N)c2c(N)n1 | -0.4&-2.6 | -4%&4% | -6%&7% | ? | -22&-5 | ? | -11%&-24% | ?
Cc1ccccc1-c1oc(C)c(C)[n+]1[O-] | 0.7 | 3% | 22% | 16% | 2 | -4% | -7% | -4%
CN=c1nc(-c2ccccc2)n(-c2ccccc2)s1 | -0.8 | -3% | -3% | -15% | -86* | -4% | 3µM* | 4%
CN1CCN(CC(=O)Nc2c(C(=O)C3CC3)oc3ccccc23)CC1 | -1.8 | -1% | 7% | -4% | -1 | 15% | -7% | 8%
O=C(O)c1cccc2c(-c3ccccc3)c(-c3ccccc3)[nH]c12 | 2.2 | 4% | 1% | -17% | 18 | 5% | 24µM* | -11%
Cc1c(C)c(C)c(S(=O)(=O)NCCC(=O)N2CCN(Cc3ccc(C#N)cc3)CC2)c(C)c1C | 0.0 | 1% | 10% | 27% | 4 | -4% | -4% | -7%
Cc1ccc(S(=O)(=O)Nc2ccc(C(=O)N3CCCC3)cc2)cc1 | 0.5 | 0% | 15% | 7% | -9 | -11% | 0% | -7%
COC(=O)c1ccc(C(C(=O)NC2CCCCC2)N(CCc2ccccc2)C(=O)Cc2cccs2)cc1 (stereo not given) | -1.8 | 2% | 15% | -12% | 1 | 4% | 0% | 3%
CCOC(=O)CC1C(=O)NCCN1S(=O)(=O)c1ccccc1Cl (stereo not given) | 0.0 | 4% | 1% | 14% | · | 8% | -9% | 7%
Cc1ccc(N(CC(=O)N2CCc3ccccc3C2)S(C)(=O)=O)cc1 | -0.7 | 3% | 14% | 15% | -5 | -7% | -5% | -10%
CC(C)NC(=O)c1csc(COCCO)n1 | -0.2 | -5% | -15% | -17% | -9 | 0% | -8% | -3%
O=C(NCc1ccccc1)c1ccc(S(=O)(=O)NCc2ccco2)cc1 | 0.1 | -1% | -18% | -18% | 0 | -23% | 2% | -11%[57.1 µM]
Cn1c(N)c(N=Cc2ccccc2)c(=O)n(C)c1=O | 2.5 | 2% | 21% | 3% | 1 | -8% | -6% | 5%
S=C(Nc1cccnc1)NC1CCCC1 | -0.1 | 6% | -6% | 20% | -7 | ? | ? | -35%[57.1 µM]
CN(Cc1ccc2nonc2c1)Cc1nc(CC2CC2)no1 | 5.6 | 4% | -7% | 5% | -2 | 6% | -2% | 4%
CCN(C(=O)C(C)Sc1nnc(-c2ccncc2)n1C)C1CCCCC1 (stereo not given) | -3.4 | 0% | -9% | · | 0 | -2% | 1% | 2%
O=C(Cc1cccs1)NCc1cccc(C(F)(F)F)c1 | -0.9 | -6% | 6% | 10% | -4 | -16% | -8% | -3%
CC(C)C(NC(=O)OCc1ccccc1)C(=O)O (stereo not given) | -0.5 | -6% | -1% | 9% | 7 | 3% | 1% | 4%
O=C(O)CN1C(=O)CNC1=O | -0.1 | -4% | 3% | 18% | -10 | 3% | -4% | 11%
O=C(NC[C@@H]1CCCO1)c1cccc2c1C(=O)c1ccc(Cl)cc1S2(=O)=O | -0.5 | 6% | 2% | -18% | -2 | -5% | -3% | -2%
CCOC(=O)CSc1nc(C)nc2c1sc1nc(C)c(C(C)=O)c(-c3ccc(OC)cc3)c12 | -0.7 | 2% | -6% | 8% | 9 | -9% | -4% | -31%[57.1 µM]
O=C(NCCc1ccccc1F)C(=O)Nc1nccs1 | -0.4 | 4% | -8% | 0% | 5 | -3% | ? | 7%
COc1ccc(NS(=O)(=O)c2ccc3c(c2)NC(=O)CO3)c(OC)c1 | -3.0 | 1% | -14% | 16% | 5 | 25% | -8% | -4%
CCOC(=O)[C@]12CCC=C1N(Cc1ccco1)C(=O)[C@H](CC(=O)NCc1cccc3ccccc13)C2 | 3.8 | -3% | 7% | ? | ? | -16% | -8% | -17%
Cc1ccc(-c2cc(C(=O)NCc3cn(C)nc3C)c3cc(Br)ccc3n2)cc1 | -0.3 | -4% | -3% | · | 11 | 4% | -5% | -11%[11.6 µM]
O=C(O)CCN1C(=O)/C(=C/c2cn(-c3ccccc3)nc2-c2cccs2)SC1=S | 0.2 | 0% | -2% | -1% | -3 | -1% | 30µM* | -22%[11.6 µM]
COC(C[C@H]1O[C@H]1[C@@H](O)COCc1ccccc1)OC | 0.2 | -8% | -4% | -14% | 3 | 15% | 5% | 11%
O=C(Nc1cccc(Cl)c1Cl)c1ccncc1 | -2.7 | -4% | -24% | 14% | -2 | 5% | -2% | -4%

From PubChem BioAssay
